Bioassay records (PubChem BioAssay)
Hsp70 displacement: Hsp70 inhibitors, probe displacement, primary screen, biochemical, fluorescence polarization (AID 583) | Hsp70 fluorescence polarization probe displacement, mP; higher % means a stronger effect | displacement, % at 20 µM; hits with a dose series show IC50 in µM | 0.06% of 140,000 active; in the data active = displacement above about 50%;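 also: plate controls were vehicle for no effect and reference ligand for full effect; a part of the inactive calls stands beside numbers as strong as those of hits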
Rat MKP-3 inhibitors: inhibition of rat DUSP6 enzyme activity – biochemical, in vitro, primary screen (AID 425); 0.17% of 110,000 active; recombinant MKP-3 phosphatase activity, fluorescence; higher % means a stronger effect; inhibition, % at 20 µM; hits with a dose series show IC50 in µM; in the data active = inhibition above about 50%;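 also: plate controls were vehicle for no effect and reference inhibitor for full effect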
Active calls of the source: *; . = not tested or not shown; & = joins results of further samples. This is a subset. The share of hits here may be higher or lower than overall.

SMILES	Hsp70 displacement	Rat MKP-3 inhibitors
Cc1nnc(NC(=O)CSc2nnc(-c3ccc(S(=O)(=O)N4CCCC4)cc3)n2C)s1	10%	4%
COc1cc([N+](=O)[O-])ccc1NC(=O)c1ccc(S(=O)(=O)N2CC(C)OC(C)C2)cc1 (stereo not drawn)	-4.3%	3%
Nc1c(C(=O)c2ccc(F)cc2)oc2ccccc12	4.5%	.
CCSc1nnc(NC(=O)COC(=O)C(CCSC)NC(C)=O)s1 (stereo not drawn)	3.5%	0%
COc1ccc(C)cc1S(=O)(=O)N1CCCCC1	-0.3%	-3%
CSc1cccc(NC(=O)C2CCCN2S(=O)(=O)c2ccc3c(c2)CCC(=O)N3)c1 (stereo not drawn)	.	-8%
O=S(=O)(Nc1ccc2c(c1)OCO2)c1ccccc1	-2.8%&-2.0%	-1%
COCCCNC(=O)C(=O)Nc1ccccc1F	-4.9%	0%
O=C(c1nn2c(C(F)(F)F)cc(-c3ccc(Br)cc3)nc2c1Cl)N1CCOCC1	2.7%	2%
CCOC(=O)c1ccc(NC(=O)c2nn(C)cc2Br)cc1	5.8%	-7%
COc1ccccc1N1CCN(/N=C\c2cccnc2)CC1	0.5%	3%
COc1ccc(Cc2nc(-c3ccccn3)no2)cc1	-4.1%	.
CC(=O)Oc1ccc(NC(=O)CCC2CCCCC2)c(C(=O)O)c1	-2.4%	.
Cc1oc2ccc(OCc3ccc(Cl)cc3)cc2c1C(=O)O	-6.9%	3%
CCn1c(=O)cc(OCC(=O)Nc2ccc(Cl)cn2)c2ccccc21	0.9%	-2%

The final 5 compounds of the part above lead into the next.
SMILES	Hsp70 displacement	Rat MKP-3 inhibitors
COc1ccccc1N1CCN(/N=C\c2cccnc2)CC1	0.5%	3%
COc1ccc(Cc2nc(-c3ccccn3)no2)cc1	-4.1%	.
CC(=O)Oc1ccc(NC(=O)CCC2CCCCC2)c(C(=O)O)c1	-2.4%	.
Cc1oc2ccc(OCc3ccc(Cl)cc3)cc2c1C(=O)O	-6.9%	3%
CCn1c(=O)cc(OCC(=O)Nc2ccc(Cl)cn2)c2ccccc21	0.9%	-2%
O=C(c1ccco1)N1CCN(C(=O)C2CCCc3c2[nH]c2ccc(Cl)cc32)CC1 (stereo not drawn)	-0.5%	4%
COc1ccc(NC(=O)c2ccc(-n3nc(C)c[n+]3[O-])cc2)cc1	2.1%	2%
COc1ccccc1C(=O)n1nc(-c2ccccc2)nc1N	3.1%	-3%
CC1(C)Oc2ccc3ccc(=O)oc3c2/C(=C/NCCN/C=C2\C(=O)C(C)(C)Oc3ccc4ccc(=O)oc4c32)C1=O	-3.3%	.
Cc1nnc(SCC(=O)N2CCC(Cc3ccccc3)CC2)n(N)c1=O	-3.4%	.
Cc1[nH]c(=O)[nH]c(=O)c1S(=O)(=O)NCCOC12CC3CC(CC(C3)C1)C2	1.0%	1%
CCCc1ccc(-c2ccc(-c3nc(-c4ccccn4)no3)cc2)cc1	-3.8%	0%
Cc1ccc(C)c(NC(=O)COc2cccc(C)c2C)c1	3.7%	3%
O=C(NCC(=O)N1CCCC1C(=O)O)OC1CCCCC1 (stereo not drawn)	2.8%	7%
CN(C)c1ccc(/C=C/c2cc(C(F)(F)F)[nH]c(=O)n2)cc1[N+](=O)[O-]	0.2%	2%
CC(C)(C)C1=CC2(C=C(C(C)(C)C)C1=O)Nc1cccc3cccc(c13)N2	-0.9%	9%
COc1cccc(/C=C2\SC(=S)N(NC(=O)c3ccc([N+](=O)[O-])cc3)C2=O)c1	14%	0%
Cc1ccc(C(=O)O/N=C2\CC3CCC2(C)C3(C)C)cc1 (stereo not drawn)	-3.6%	.
COc1cccc(N2CCN(C3CC(=O)N(c4cccc(Cl)c4)C3=O)CC2)c1 (stereo not drawn)	-2.0%	-7%
O=C(CC1(O)C(=O)Nc2ccccc21)c1cccc2ccccc12 (stereo not drawn)	-1.6%	6%

Of the compounds above, these contain a furan ring, fused or not.
SMILES	Hsp70 displacement	Rat MKP-3 inhibitors
Nc1c(C(=O)c2ccc(F)cc2)oc2ccccc12	4.5%	.
Cc1oc2ccc(OCc3ccc(Cl)cc3)cc2c1C(=O)O	-6.9%	3%
O=C(c1ccco1)N1CCN(C(=O)C2CCCc3c2[nH]c2ccc(Cl)cc32)CC1 (stereo not drawn)	-0.5%	4%

(more compounds)
SMILES	Hsp70 displacement	Rat MKP-3 inhibitors
Cc1cc(=O)cc(C)n1-c1ccccc1N1CCOCC1	0.8%	-12%
Cc1cccc(NC(=O)c2ccc(S(=O)(=O)N(C)C)cc2)n1	1.2%&-2.6%	3%&0%
O=S(=O)(NCCCN1CCN(c2ccccc2F)CC1)c1cccc2cccnc12	5.4%	-8%
COc1cccc(N2C(=O)CC(N3CCN(S(=O)(=O)c4ccccc4)CC3)C2=O)c1 (stereo not drawn)	-3.9%	1%
Cc1ccc2nsnc2c1NC(=O)c1ccccc1F	5.8%	-3%
CCCCCOC(=O)CCCN1C(=O)S/C(=C/c2ccc(OC)cc2)C1=S	-6.3%	3%
Cc1ccc(OCC(=O)Nc2ccc3c(c2)nc2n3CCOC2)cc1	1.5%	-11%
CCCS(=O)(=O)N1CCCC(C(=O)NCCN2CCOCC2)C1 (stereo not drawn)	-6.1%	-8%
Cn1c(SCc2ccccc2Cl)nnc1-c1cnccn1	4.5%	0%
Cc1c(C(=O)N(Cc2ccccc2)c2ccccn2)cccc1[N+](=O)[O-]	-0.3%	1%
CC(C)Cn1c(CCN2C(=O)c3ccccc3C2=O)nc2ccccc2c1=O	-1.3%	0%
O=C(COC(=O)c1ccncc1)Nc1cccc(Cl)c1	-10%	.
COc1ccc(C2=CSC3=NCCN23)cc1F	-1.3%&0.9%	11%&-1%
O=C(Nc1ccccc1Oc1ccccc1)c1cc2cc(Cl)cc(Cl)c2oc1=O	2.5%	-1%
CCOC(=O)C1=C(c2ccccc2)N=C2SCC(=O)N2C1c1ccc(OC)cc1 (stereo not drawn)	-3.6%	3%
Cc1ccc(OCC(=O)NCCCN(C)C)c(Br)c1	-2.3%	3%
Cc1ccc(-c2nnc(NC(=O)c3ccco3)s2)cc1	0.6%	0%
COCCCn1c(-c2ccc(OC)cc2)nc2nc3ccccc3nc21	-0.8%	-10%
CCCC(=O)N(Cc1cc2ccccc2[nH]c1=O)c1ccccc1OC	-2.1%	-2%
COc1ccc(NC(=O)c2nc3nccc(C)n3n2)cn1	17%	.
CCn1ncc(C(=O)Nc2ccc(S(=O)(=O)N3CCCC3)cc2)c1C	-2.3%	3%
O=C1C(=O)N(c2nc3ccccc3s2)C(c2cccc(F)c2)/C1=C(/O)c1ccccc1 (stereo not drawn)	-2.4%	4%
CCC(=Nc1ccccc1OC)C1=C(O)CC(C)(C)CC1=O	-1.6%	4%
O=C(c1ccc2c(c1)OCO2)N1CCNc2ccccc2C1	-0.6%	-2%
Cc1cc(C)nc(N(C#N)S(=O)(=O)c2ccccc2)n1	0.6%	2%
COC(=O)CN1C(=O)/C(=C\C=C\c2ccccc2)SC1=S	3.1%	1%
O=C(CSc1nc2sc3c(c2c(=O)[nH]1)CCCC3)N1CCOCC1	0.9%	4%
COc1ccc(C2CC(C(F)(F)F)n3nc(C(=O)NCc4c(C)nn(C)c4C)c(Cl)c3N2)cc1 (stereo not drawn)	-0.6%	-2%
CCOC(=O)Cc1cc(=O)n2[nH]c(C)c(-c3ccc(Cl)cc3)c2n1	2.3%	.
CN1CCN(c2ccc(NC(=O)c3ccccc3Br)cc2)CC1	6.9%	-8%
CSc1ccc(S(=O)(=O)N(CC(=O)Nc2cc(C)ccc2C)c2ccc(C)cc2)cc1	0.2%	1%
N/C(=N\N=C/c1ccc(Br)cc1)N/N=C\c1ccc(Br)cc1	-9.4%	1%
CN1C(=O)/C(=C2\SC(=S)N(c3cccc(Cl)c3)C2=O)c2ccccc21	3.3%	2%
COC(=O)C1=C(C)NC(=O)NC1c1ccc(OCCO)c(OC)c1 (stereo not drawn)	0.2%	4%
O=C(COc1ccc(Br)cc1)OCc1nnc(-c2ccccc2)o1	0.6%	3%
Cc1nc2n(CC(=O)N3CCCC3)c3ccccc3n2n1	-3.0%	3%
Cc1cc(NC(=O)CSc2nnc(COc3ccccc3)o2)no1	4.0%	3%
Cc1ccc(-c2nc(CSCC(=O)N3CCCC3)c(C)o2)cc1	4.9%	.
Cc1cc(C)c(S(=O)(=O)NCC2CCC(C(=O)NCCCN3CCOCC3)CC2)c(C)c1 (stereo not drawn)	-4.9%	0%
Cc1[nH]c2ccccc2c1/C=N/NC(=O)c1ccc(O)cc1O	-2.5%	-5%
CNC(=O)CCn1nc(-c2ccc(Cl)cc2)c2ccccc2c1=O	2.9%	-4%
CCCCn1c(CNC(C)=O)nc2ccccc21	1.7%	-7%
Cc1ccc(-c2cc(N)n(Cc3ccc(Cl)cc3)n2)cc1	2.1%	4%
Cc1nc2cc(NC(=O)N3CC4(C)CC3CC(C)(C)C4)ccc2n1C (stereo not drawn)	-1.2%	-14%
Cc1cc(S(=O)(=O)N2CCCC2)c(C)s1	0.4%	1%
O=C(O)CCC(=O)c1cccc2ccccc12	-3.1%	5%
CCOc1cc(NC(=O)c2ccco2)c(OCC)cc1NC(=O)COc1ccccc1	5.4%	3%
Cc1ccc(S(=O)(=O)N2CCCC2C(=O)Oc2ccccc2)cc1 (stereo not drawn)	-2.3%	1%
CC(C)c1cccc(C(C)C)c1NC(=O)COc1cccc(Br)c1	2.1%	-1%
N#Cc1ccc(NC(=O)c2sc3cc(C(F)(F)F)cnc3c2-c2cccs2)cc1	-0.8%	.
CCC(C)NC(=O)C1CCCN(C(=O)NC2CCCCC2)C1 (stereo not drawn)	6.3%	.
COc1ccc(N=C2NC(=O)/C(=C/c3ccc(I)o3)S2)cc1	1.8%	11%
Cc1cc(Nc2cc(C(=O)O)ccc2C)n2ncnc2n1	0.1%	-2%
CCNc1nc(SCc2ccccc2)nc(N2CCOCC2)n1	3.3%	-10%
COc1ccc(NS(=O)(=O)c2c(C)n(C)c(=O)n(C)c2=O)cc1OC	.	5%
CCn1nc(NC(=O)c2ccco2)c2cc3ccc(C)cc3nc21	-1.7%	-3%
Nn1cnn(Cc2ccccc2)c1=S	2.0%	0%
COC(=O)c1cc(OC)c(OC)cc1NC(=O)Nc1ccccc1OC	4.1%	-7%
O=C(CSc1c2c(nc3cc(Cl)ccc13)CCCC2)NCc1ccco1	-6.0%	.
COc1ccccc1C(=O)N1CCNC(=O)C1CC(=O)Nc1cccc(C)c1 (stereo not drawn)	-3.8%	.

The list continues.
SMILES	Hsp70 displacement	Rat MKP-3 inhibitors
CCOc1ccc(-c2cc(C(=O)N3CCN(c4ccccn4)CC3)c3ccccc3n2)cc1	-1.3%	-6%
Cc1cccc(S(=O)(=O)N2CCSC2c2cccc(Cl)c2)c1 (stereo not drawn)	5.5%	0%
C=CCOc1ccc(/C=C2\SC(=Nc3ccccc3)NC2=O)cc1OC	7.4%	12%
O=C(NC1CCCCC1)N1CCC(c2nc3ccc(Cl)cc3[nH]2)CC1	-2.1%	-10%
COc1cc(C(=O)N[C@H](C(=O)NC(C)C23CC4CC(CC(C4)C2)C3)C(C)C)cc(OC)c1OC (stereo partly drawn)	2.4%	.
C=CCn1c(=N)n(CC(=O)OCC)c2ccccc21	0.8%	-3%
CCOC(=O)c1ccc(CSc2nncn2N)o1	.	-6%
COc1cccc(CNc2ccc(F)c(Cl)c2)c1	-0.6%	.
COc1ccc(Cl)cc1N(CC(=O)N1CCC(C)CC1)S(C)(=O)=O	5.6%	5%
CCN(CC)CCn1c(NCc2ccco2)nc2ccccc21	3.1%	.
O=C(NCc1cccs1)Nc1cccc(Cl)c1	0.5%	.
CCn1c(=O)cc(SCC(=O)Nc2ccc(Cl)cc2)c2ccccc21	-6.4%	.
COc1ccc(S(=O)(=O)N2CCN(C(=O)c3cnc(C)cn3)CC2)cc1	2.4%	.
O=c1c([N+](=O)[O-])c(NC2CCCCC2)c2ccccc2n1-c1ccccc1	0.9%&5.0%	5%
Cc1ccccc1-c1nc(CN2CCC(C(=O)NCc3cccnc3)CC2)c(C)o1	2.3%	-9%
COc1cc(NS(=O)(=O)c2ccc(NC(=O)NC3CCCCC3)cc2)nc(OC)n1	-0.8%	-16%
Cc1ccc(Nc2nnns2)cc1C	0.3%	-6%
O=C1CC(c2cccc(Cl)c2)Cc2nc(N3CCOCC3)ncc21 (stereo not drawn)	0.6%	-9%
O=C(CN1CCN(Cc2ccc(F)cc2)C1=O)NCc1cccs1	2.7%	-4%
CCOc1cc2[nH]c(=S)n(CCCOC)c(=O)c2cc1OCC	7.5%	0%
COc1ccc(C(=O)N2CCN(C(=O)c3cc(OC)c(OC)c(OC)c3)CC2)cc1	0.2%	-9%
O=C(Cn1cnc2sc(-c3ccccc3)cc2c1=O)NCc1ccccc1	-2.5%	.
COc1ccc(CN2CC(C(=O)NCc3ccc4c(c3)OCO4)CC2=O)cc1 (stereo not drawn)	2.0%	.
C=CCn1c(N)c(C(=O)OC(C)CC)c2nc3ccccc3nc21 (stereo not drawn)	3.4%	2%
COc1ccc(C2CC(=O)C3=C(C2)Nc2ccccc2N(C(=O)C2CC2)C3c2cccnc2)cc1OC (stereo not drawn)	4.6%	-1%
CCCCC(=O)O[C@H]1CC[C@H]2[C@@H]3CCc4cc(O)ccc4[C@H]3CC[C@]12C	12%	7%
O=C(NCCO)/C(=C/c1cccc([N+](=O)[O-])c1)NC(=O)c1cccs1	4.7%	1%

Of the compounds above, these have a cyano group:
SMILES	Hsp70 displacement	Rat MKP-3 inhibitors
Cc1cc(C)nc(N(C#N)S(=O)(=O)c2ccccc2)n1	0.6%	2%
N#Cc1ccc(NC(=O)c2sc3cc(C(F)(F)F)cnc3c2-c2cccs2)cc1	-0.8%	.
